Compound activity (PubChem)
FBW7 act: human FBW7 E3 ligase activation, primary screen | Q969H0 | AlphaScreen FBW7–phospho-cyclin E peptide binding, activator screen | normalized activity (activation), % at 26.1 µM | 650,000 tested, 0.13% active | AID 1259310; in the data active means normalized activity above about 1.9%;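 further: purified mutant Fbw7 with reduced substrate affinity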
Target sequence (Q969H0 whole entry, looked up): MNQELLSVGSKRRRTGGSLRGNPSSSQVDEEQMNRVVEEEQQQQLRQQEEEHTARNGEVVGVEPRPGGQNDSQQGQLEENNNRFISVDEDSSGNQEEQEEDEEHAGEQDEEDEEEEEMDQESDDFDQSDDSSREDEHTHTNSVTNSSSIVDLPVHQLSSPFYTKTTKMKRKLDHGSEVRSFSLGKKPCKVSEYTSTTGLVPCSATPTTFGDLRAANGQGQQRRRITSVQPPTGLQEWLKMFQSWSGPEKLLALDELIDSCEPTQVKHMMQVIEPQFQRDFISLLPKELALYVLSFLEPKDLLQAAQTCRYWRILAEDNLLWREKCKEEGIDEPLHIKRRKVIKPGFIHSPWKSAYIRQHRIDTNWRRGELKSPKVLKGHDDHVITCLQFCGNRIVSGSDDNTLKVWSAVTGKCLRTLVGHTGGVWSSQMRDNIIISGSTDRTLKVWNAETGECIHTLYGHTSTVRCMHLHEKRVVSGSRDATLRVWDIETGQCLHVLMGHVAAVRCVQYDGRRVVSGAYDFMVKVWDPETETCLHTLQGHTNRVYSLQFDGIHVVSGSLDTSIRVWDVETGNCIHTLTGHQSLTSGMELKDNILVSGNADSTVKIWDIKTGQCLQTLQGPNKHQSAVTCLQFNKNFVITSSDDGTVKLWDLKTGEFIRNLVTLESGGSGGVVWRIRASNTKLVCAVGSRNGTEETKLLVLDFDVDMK
MITF primary: blocks human microphthalmia-associated transcription factor | O75030 | AlphaScreen MITF homodimerization, bead proximity signal | inhibition, % at 2.6 µM | 650,000 tested, 0.91% active; in the data active means inhibition above about 50%;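 further: 0% = vehicle wells with protein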
GPR151 ag: activates the human receptor GPR151; Q8TDV0; PathHunter beta-arrestin GPR151 cells, luminescence; activation, % at 11.2 µM; 650,000 tested, 1% active; AID 1508602; in the data active means activation above about 4.9%;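 further: 0% = median of compound wells and 100% = cells with positive control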
TEAD-YAP inh: TEAD-YAP interaction inhibition | HEK-TIYL cells, TEAD-Gal4/YAP UAS-luciferase luminescence | inhibition, % at 9.12 µM | 640,000 tested, 1.4% active | AID 1259422; in the data active means inhibition above about 32%;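 further: 0% = median of test compound wells and 100% = reference inhibitor wells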
* = called active by the depositor; nt = not tested or not shown; & = joins results of further samples.

Start of the data: the first two records, to show the layout:
Each structure is followed by: FBW7 act	MITF primary	GPR151 ag	TEAD-YAP inh
1	CN(C(=O)c1cccs1)c1ccc(OCC(=O)NCC(=O)O)cc1
→ 0.2	3	-0.4	8
2	Cc1cc2nc(-c3cccc(NC(=O)c4cc(Br)ccc4Cl)c3)oc2cc1C
→ -0.3	5	0.0	10

The listing, previewed entries included:
Each structure is followed by: FBW7 act	MITF primary	GPR151 ag	TEAD-YAP inh
1	CN(C(=O)c1cccs1)c1ccc(OCC(=O)NCC(=O)O)cc1
→ 0.2	3	-0.4	8
2	Cc1cc2nc(-c3cccc(NC(=O)c4cc(Br)ccc4Cl)c3)oc2cc1C
→ -0.3	5	0.0	10
3	CC(=O)Nc1cc(N2C(=O)c3ccc(C(=O)O)cc3C2=O)ccc1Cl
→ 0.8	20	1.3	-4
4	CCNC(=O)N1CCN(Cc2ccccc2)CC1C(=O)NCCN(C)C (centres undefined)
→ -0.1	2	1.3	-3
5	COCCOC(=O)Nc1nc2sc3c(c2s1)CCCC3
→ 0.1	12	-0.6	-1
6	COc1ccc(C2N(Cc3ccc(N(C)C)cc3)CCN2Cc2ccc(N(C)C)cc2)cc1
→ -0.5	20	-0.1	5
7	COCCCNc1nccn2c(-c3ccccc3CO)cnc12
→ -0.1	-9	-1.4	-48
8	COCCC(=O)NC(C)c1nnc2n1CCN(Cc1ccccc1O)CC2 (centres undefined)
→ 0.0	-1	0.3	-12
9	COc1cccc(C(=O)NNS(=O)(=O)c2ccc(F)cc2)c1
→ 0.0	13	0.3	9
10	Cc1ccc(C(=O)Nc2ccc(C)c(C)c2)cc1
→ -0.1	-14	-3.4	67*
11	Cc1ccsc1C1CC(=O)NC(SCc2ccccc2)=C1C#N (centres undefined)
→ 0.0	-9	-0.3	-11
12	CCCOc1ccc(CSc2ncn[nH]2)cc1
→ -0.1	15	-2.1	-10
13	COc1ccc(CCNc2cc(C)nc(Nc3ccc(-n4ccnc4)cc3)n2)cc1
→ -0.1	20	5.3*	77*
14	O=Cc1ccccc1S(=O)(=O)c1ccccc1
→ -0.1	14	0.4	5
15	COc1cccc(C2CC(c3cccs3)=NN2C(=O)CSc2nnc(CNC(=O)c3ccccc3)n2-c2ccc(F)cc2)c1OC (centres undefined)
→ 0.4	11	1.7	-2
16	O=C1NC(SCc2cnc(Cl)s2)=N/C1=C/c1ccc2c(c1)OCO2
→ 0.1	2	-1.4	12
17	Cc1cc(C)nc(NC(c2ccco2)c2ccc3cccnc3c2O)n1 (centres undefined)
→ 0.0	11	-0.8	-32
18	COc1ccc(CN2CC(C(=O)N3CCC4(CC3)OCCO4)CC2=O)cc1 (centres undefined)
→ 0.0	1	-0.2	-1
19	COc1cc(OC)cc(-c2nc(-c3cc(-c4ccncc4)c(C)[nH]c3=O)no2)c1
→ -0.1	6	0.3	-11
20	CC(=O)Nc1ccccc1NC(=O)COc1ccc2ccccc2c1
→ 0.0	14	-0.5	10
21	COc1ccc([N+](=O)[O-])cc1N(CC1CO1)S(=O)(=O)c1ccc(C)cc1 (centres undefined)
→ 0.6	1	1.3	5
22	CN1CCN(c2ccc(CNS(=O)(=O)c3cccc(F)c3)cc2)CC1
→ 0.4	7	-1.0	-4
23	O=C(CCc1ccccc1)Nc1ccnn1C1CCN(C(=O)C2CCCO2)CC1 (centres undefined)
→ 0.2	8	-0.1	-1
24	COc1ccccc1-c1cnn2c(NCc3cc(OC)c(OC)c(OC)c3)ccnc12
→ 0.0	-20	0.1	-10
25	CCC[C@@H]1NC(=O)[C@H]2CN(Cc3ccsc3)CCN2C1=O
→ 0.9	10	-0.3	10
26	Cn1c(=O)c2c(ncn2CCN2CCOCC2)n(C)c1=O
→ -0.1	-14	0.2	-1
27	COc1ccc(/C=C(/NC(=O)c2ccco2)C(=O)Nc2ccccc2OC)cc1
→ 0.1	-4	-0.5	-4
28	CCN(CC)c1ccc(/C=C2/C(=O)NN(c3ccc(Br)cc3)C2=O)cc1
→ -0.1	10	-0.4	4
29	O=C(C[n+]1ccc(CCSc2ccc(F)cc2)cc1)c1ccccc1
→ 0.1	-5	-0.4	6
30	O=C(CN1CCCC1)N1CCN(C(=O)c2ccccc2)C1
→ 0.0	19	-0.1	8
31	CC(C)c1nnc(-c2cc3ccccc3n2CC(=O)NCc2ccc(F)cc2)o1
→ 0.0	-5	0.5	-2
32	COc1cc2c(cc1OC)C(COc1ccc(F)cc1)N(C(=O)c1ccccc1Br)CC2 (centres undefined)
→ 0.0	0	-1.2	-16
33	Cc1cc(C)n(-c2nc(N3CCOCC3)nc(N3CCOCC3)n2)n1
→ -0.1	3	-0.7	-8
34	CCCCCCNc1nc(Cl)nc(Nc2ccc(Cl)cc2)n1
→ 0.1	9	-0.5	1
35	O=c1c2ccccc2nc(/C=C/c2cn(Cc3ccccc3)c3ccccc23)n1-c1ccc([N+](=O)[O-])cc1
→ -0.1	-1	0.8	2
36	COc1ccc(N2CCN(C(=O)Cn3c(-c4ccccc4)cc(C(C)=O)c3C)CC2)cc1
→ 0.4	8	-1.4	7
37	COc1cc(/C=C2/NC(=O)N(Cc3ccc(C)cc3)C2=O)cc(Cl)c1OCC(=O)O
→ -0.1	-1	-0.6	-10
38	COc1ccc(-c2nc(-c3ccc(O)c(O)c3)[nH]c2-c2ccccc2)cc1OC
→ -0.1	29	-1.5	2
39	CCOc1ccccc1-n1cnc2cc(C(=O)NCCCOC)ccc21
→ -0.1	-10	0.0	0
40	OCCNc1ncnc2sc3c(c12)CCC3
→ -0.5	-3	-0.3	3
41	O=C1C2C3C=CC(C3)C2C(=O)N1c1ccc(Cl)c(C(F)(F)F)c1 (centres undefined)
→ 0.1	12	-0.9	10
42	COc1cc(OC)c(OC)cc1/C=C/c1nc2cc3ccccc3cc2c(=O)n1-c1cccc(Cl)c1C
→ -0.1	6	2.2	2
43	O=C(O)c1cc(C23CC4CC(CC(C4)C2)C3)n(-c2ccccc2)n1
→ 0.0	-1	0.8	10
44	CCC(C)NC(=O)CCc1c(C)nc2c3c(C)cc(C)nc3nn2c1C (centres undefined)
→ -0.1	10	-0.5	10
45	O=C1C(=O)N(c2nccs2)C(c2cccc([N+](=O)[O-])c2)/C1=C(\O)c1ccc(Cl)cc1 (centres undefined)
→ 0.1	15	-0.7	9
46	COC(=O)c1c(NC(=O)c2ccco2)sc(C(=O)Nc2ccccc2F)c1C
→ 0.0	1	-1.6	-6
47	CC(=O)Nc1ccc(NC(=O)CSc2ccccc2C)cc1
→ 0.1	2	0.5	-13
48	CC(=O)Nc1cccc(NC(=O)Nc2cccc(C(F)(F)F)c2)c1
→ 0.0	6	0.9	-2
49	C=CCSc1nc2c(c(=O)n(C)c(=O)n2C)n1Cc1cccc(C)c1
→ 0.4	13	-0.3	-3
50	CCc1cc2c(=O)c(-c3ccc(Br)cc3)coc2cc1OC
→ 0.0	-1	-0.5	-6

Entries of single compounds from above. Order of values: FBW7 act, MITF primary, GPR151 ag, TEAD-YAP inh
Entry for `CC(=O)Nc1ccc(NC(=O)CSc2ccccc2C)cc1` → 0.1, 2, 0.5, -13
Entry for `COC(=O)c1c(NC(=O)c2ccco2)sc(C(=O)Nc2ccccc2F)c1C` → 0.0, 1, -1.6, -6

Next section:
Each structure is followed by: FBW7 act	MITF primary	GPR151 ag	TEAD-YAP inh
51	CCC1CCCCN1C(=O)c1c(-c2c(Cl)cccc2Cl)noc1C (centres undefined)
→ -0.2	-9	1.0	-3
52	NC(=O)C1CCN(C(=O)CSc2nccc(-c3ccc(Br)cc3)n2)CC1
→ -0.1	-5	1.0	1
53	OC1(C(F)(F)F)CC(c2ccccc2)=NN1c1nncc(-c2ccccc2)n1 (centres undefined)
→ 0.0	5	-0.5	7
54	Cc1nc(N2CC(C)OC(C)C2)nc(Nc2ccc(F)cc2)c1[N+](=O)[O-] (centres undefined)
→ 0.1	5	1.6	10
55	CC[C@@H]1NC(=O)[C@H]2CN(C(=O)Oc3ccc(F)cc3)CCN2C1=O
→ 1.1	18	-0.4	4
56	O=C(Nc1ccc(N2CCOCC2)cc1)c1ccc2nc(N3CCN(Cc4ccc5c(c4)OCO5)CC3)sc2c1
→ 0.0	2	1.5	-5
57	Cc1nc2sc(C(=O)NCC3COc4ccccc4O3)c(C)c2c(=O)[nH]1 (centres undefined)
→ 0.5	13	-0.5	-51
58	CCOC(=O)c1c(-c2ccccc2)csc1NC(=O)c1cc([N+](=O)[O-])nn1Cc1ccccc1
→ -0.1	7	0.0	-1
59	CCN(CC)S(=O)(=O)c1cccc(C(=O)N2CCN(C)CC2)c1
→ -0.1	20	2.1	3
60	CCN(CC)c1ccc(CNCc2ccccn2)cc1
→ -1.1	19	-0.1	11
61	COc1ccc(C/C(O)=C(\C#N)c2nc3ccccc3[nH]2)cc1OC
→ 1.2	10	1.2	-22
62	FC(F)(F)c1cccc(N=c2scc(-c3ccc4ccccc4c3)n2Cc2ccc(Cl)cc2)c1
→ -0.1	8	0.7	-4
63	O=C1NCCN(CC(c2ccccc2)c2ccccc2)C1CC(=O)N1CCOCC1 (centres undefined)
→ 0.3	16	0.7	2
64	Cc1cc(NC2CC2)nc(Nc2nc3ccccc3n2C)n1
→ 0.0	2	-0.7	13
65	COc1ccc(C=Nc2ccc(S(N)(=O)=O)cc2)c2ccccc12
→ 0.0	-8	0.9	5
66	O=[N+]([O-])c1ccc(N2CCOCC2)cc1NC1CC1
→ -0.3	-12	0.5	-8
67	CCN1C(=O)/C(=C/c2ccc(N3CCCC3)cc2)NC1=S
→ -0.1	-6	-0.5	-13
68	CN(C)c1cc([N+](=O)[O-])ccc1N/C=C\C(=O)c1ccc2c(c1)OCO2
→ 0.1	21	0.0	-12
69	COc1ccccc1OCC(=O)NCCO
→ -0.3	-11	-1.7	7
70	CCOC(=O)c1c(-c2ccccc2)c2cc([N+](=O)[O-])ccc2[nH]c1=O
→ 0.0&-0.1	-15&0	1.3&1.3	4&8

Four entries already listed, sorted by length of the SMILES, highest first.
Each structure is followed by: FBW7 act	MITF primary	GPR151 ag	TEAD-YAP inh
62	FC(F)(F)c1cccc(N=c2scc(-c3ccc4ccccc4c3)n2Cc2ccc(Cl)cc2)c1
→ -0.1	8	0.7	-4
68	CN(C)c1cc([N+](=O)[O-])ccc1N/C=C\C(=O)c1ccc2c(c1)OCO2
→ 0.1	21	0.0	-12
67	CCN1C(=O)/C(=C/c2ccc(N3CCCC3)cc2)NC1=S
→ -0.1	-6	-0.5	-13
69	COc1ccccc1OCC(=O)NCCO
→ -0.3	-11	-1.7	7

New compounds follow
Each structure is followed by: FBW7 act	MITF primary	GPR151 ag	TEAD-YAP inh
71	Cc1cccc2c(N3CCCC3)nc(CNS(=O)(=O)c3ccc(Cl)cc3)nc12
→ 0.0	1	0.5	1
72	c1ccc(-c2nnc(COc3cccc4ccccc34)o2)cc1
→ 0.0	5	1.1	4
73	O=C(Nc1nnc(-c2cccs2)s1)C1CCC1
→ -0.1	-5	1.4	3
74	O=C(c1ccc(F)cc1)c1coc2ccc(Cl)cc2c1=O
→ -0.2	-5	0.7	-35
75	Cc1ccc(NC(=O)c2cc([N+](=O)[O-])ccc2N2CCCC2)cc1
→ 0.5	9	-0.2	0
76	CCC1CCC2=Nc3ccccc3C(C(=O)O)C2C1 (centres undefined)
→ 0.1	0	-0.6	-5
77	O=[N+]([O-])c1ccc(-c2nc(C=Nc3ccc4c(c3)OCCO4)c(O)o2)cc1
→ -0.2	4	-0.8	-1
78	Cn1c(CN2CCOCC2)nc2cc(NC(=O)c3ccccc3Cl)ccc21
→ 0.6	12	-2.1	12
79	Cc1ccccc1-n1c(-c2ccccc2)nc2c(cnn2-c2ccccc2)c1=O
→ 0.0	3	-0.2	4
80	C1=CCC(CN2CCN(Cc3ccc4c(c3)OCO4)CC2)CC1 (centres undefined)
→ 0.6	66*	0.0	-2
81	O=c1[nH]c2ccc(S(=O)(=O)NCc3ccccc3)cc2[nH]c1=O
→ 0.0	5	0.1	5
82	Cc1cc(-c2ccc(NC(=O)C3CC3c3ccccc3)c(C)c2)ccc1NC(=O)C1CC1c1ccccc1 (centres undefined)
→ 0.2	6	2.5	-3
83	Cc1cc(C)n(C(=O)CCC(=O)n2nc(C)cc2C)n1
→ 0.0	-5	0.9	-2
84	CC(O)C(=O)Nc1c(I)c(C(=O)NC(CO)CO)c(I)c(C(=O)NC(CO)CO)c1I (centres undefined)
→ 0.6	17	-0.5	nt
85	O=C1c2ccccc2C(=O)N1c1cccc(-c2csc(Nc3ccc(Br)cc3)n2)c1
→ 0.0	3	0.0	-18
86	COc1ccc(OC)c(NC(=O)CSc2nc3n[nH]c(C)c3c(=N)n2-c2cccc(Cl)c2C)c1
→ -0.1	3	-0.2	0
87	COC(=O)c1ccc2occ(C(=O)c3ccc(F)cc3)c2c1
→ 0.1	9	-1.0	-40
88	CCOc1ccc(NC(=O)c2ccc(-c3ccccc3)cc2)c([N+](=O)[O-])c1
→ 0.0	-8	0.2	2
89	COc1ccc(NC2SC(=O)N(c3cccc(C)c3)C2=O)cc1 (centres undefined)
→ -0.1	-10	-1.3	-7
90	COc1ccc(C(=O)/C=C/c2ccccc2F)c(O)c1
→ 0.0	4	1.5	-46
91	CCOc1ccccc1C1C2=C(CC(C)(C)CC2=O)Nc2nnnn21 (centres undefined)
→ 0.0	14	0.1	3
92	Cc1cccc(N2CCn3c2nc2c3c(=O)[nH]c(=O)n2C)c1
→ 0.4	6	1.7	11
93	Cc1cc(C(=O)CSc2nc3ccccc3o2)c(C)n1C1CC1
→ -0.2	-6	-0.5	-55
